From PubChem BioAssay
FUS yeast rescue = suppressors of FUS proteinopathy in yeast; S. cerevisiae FUS-expressing, growth rescue, OD600, 24 h; hit rate 0.24% among 390,000; Potency, µM (titrated, usually from 76.6 µM), for inactives: top-dose growth rescue (activation), actives largely listed as activators;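 further: plate controls were DMSO vehicle for no effect and reference control for full effect; nearly all actives have a fitted effect of over 55% in size; some results filed as inactive show a strong effect at the top dose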
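Yeast FUS proteinopathy model; galactose-induced FUS (2%), starting OD 0.005. Cpds in dilution series, 24hr, 30C, 99% humidity. Abs 600 nm growth. Pos ctrl CP55940 (top 92uM final); neg ctrl DMSO.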
EPAC1 antagonist = EPAC1 (human) antagonism; O95398; EPAC1 GEF assay, Rap1b-BODIPY-GDP exchange fluorescence; Potency, µM (series often up to 115 µM), without a hit: top-dose activity change, negative = inhibition, hits mostly inhibitors; hit rate 0.14% among 360,000; AID 720709;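 further: plate controls were vehicle for no effect and positive control for full effect; nearly all actives have a fitted effect of over 50% in size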
EPAC2 antagonist = blocks human EPAC2 exchange factor; Q8WZA2; EPAC2 GEF exchange of Rap1B-BODIPY-GDP, fluorescence; Potency, µM (top dose mostly 114 µM), without a hit: at the top dose activity, negative = inhibition, most hits filed as inhibitors; hit rate 0.18% among 360,000; further: on the % scale 0 is the no-effect control and ±100 the full control effect; nearly all actives have a fitted effect of over 45% in size; many of its hits are not listed in these tables
Target sequence (Q8WZA2 whole entry, looked up): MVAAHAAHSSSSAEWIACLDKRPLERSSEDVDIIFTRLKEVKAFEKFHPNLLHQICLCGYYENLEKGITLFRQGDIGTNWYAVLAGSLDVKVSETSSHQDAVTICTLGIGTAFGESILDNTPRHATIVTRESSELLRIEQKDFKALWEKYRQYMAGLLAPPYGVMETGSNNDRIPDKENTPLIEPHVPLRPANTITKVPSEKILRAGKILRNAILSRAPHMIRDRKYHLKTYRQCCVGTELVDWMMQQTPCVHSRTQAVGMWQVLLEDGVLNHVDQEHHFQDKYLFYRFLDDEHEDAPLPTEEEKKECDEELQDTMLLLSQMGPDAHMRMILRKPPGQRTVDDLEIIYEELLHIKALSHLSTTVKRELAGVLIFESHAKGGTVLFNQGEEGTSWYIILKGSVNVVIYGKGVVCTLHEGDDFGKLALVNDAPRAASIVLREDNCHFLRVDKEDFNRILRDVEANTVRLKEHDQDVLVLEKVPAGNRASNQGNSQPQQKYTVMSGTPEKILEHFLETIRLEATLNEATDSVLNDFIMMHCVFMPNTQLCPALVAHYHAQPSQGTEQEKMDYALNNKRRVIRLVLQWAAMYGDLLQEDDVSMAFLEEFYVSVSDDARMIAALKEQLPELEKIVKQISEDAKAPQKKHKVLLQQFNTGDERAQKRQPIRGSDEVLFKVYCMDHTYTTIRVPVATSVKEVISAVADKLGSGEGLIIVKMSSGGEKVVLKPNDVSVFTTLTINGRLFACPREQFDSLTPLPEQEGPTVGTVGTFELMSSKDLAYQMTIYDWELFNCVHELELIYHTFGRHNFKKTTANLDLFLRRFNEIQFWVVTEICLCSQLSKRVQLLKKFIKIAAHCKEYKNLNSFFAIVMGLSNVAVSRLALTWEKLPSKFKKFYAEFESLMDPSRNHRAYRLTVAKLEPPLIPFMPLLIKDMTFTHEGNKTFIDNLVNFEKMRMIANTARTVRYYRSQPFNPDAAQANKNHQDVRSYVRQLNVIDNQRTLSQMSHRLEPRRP
PTHR1 agonist = PTHR1 (human) receptor agonism | Potency, µM (top dose mostly 115 µM), without a hit: at the top dose activation, hits mostly activators | hit rate 0.075% among 410,000 | AID 743266 | HEK293 GP2 PTHR1 cells, GloSensor cAMP luminescence, 1 h | Q03431; further: nearly all actives have a fitted effect of over 55% in size; some results filed as inactive show a strong effect at the top dose; inactives centre near -15; many of its hits are not listed in these tables
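HEK-293-derived GP2 cells expressing PTHR1 and a GloSensor cAMP reporter, 3,000/well, plated overnight, given luciferin plus IBMX (each 0.5 mM as added) for 1 h at 37 °C, then compound for 1 h at 37 °C. Luminescence was read after 15 min at room temperature.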
EPAC1 ag = EPAC1 (human) agonism. EPAC1 agonist qHTS, biochemical assay; response scale: 100% = response to 6.5 mM cAMP. Potency, µM (series often up to 154 µM), for the others: at the highest dose activation, usual class: activators. hit rate 0.073% among 360,000. AID 720707; further: nearly all actives have a fitted effect of over 60% in size
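Fluorescent GDP-exchange assay: 100 nM EPAC1 with 250 nM Rap1B preloaded with BODIPY-GDP and 50 uM GDP; compounds tested as concentration series, 5 min at room temperature, then read every 5 min for 30 min (ex 480/em 540 nm); normalized to 6.5 mM cAMP.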
EPAC2 agonist = activates human EPAC2 exchange factor; EPAC2 activation, biochemical qHTS; response scale: 100% = 6.5 mM cAMP response; hit rate 0.079% among 360,000; Potency, µM (series often up to 154 µM), inactives show top-dose activation, actives largely listed as activators; Q8WZA2; further: nearly all actives have a fitted effect of over 50% in size
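Fluorescence exchange assay: 100 nM EPAC2 with 250 nM RAP1B-BODIPY-GDP and 50 uM GDP; compounds tested as a concentration-titration series (qHTS). Loss of Rap1-bound BODIPY-GDP fluorescence read at 480/540 nm; data normalized to 6.5 mM cAMP.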
aSyn yeast inh = alpha-synuclein toxicity inhibition in yeast. Yeast expressing alpha-synuclein, growth rescue, BacTiter-Glo, 24 h. AID 652106. Potency, µM (doses to about 46.1 µM), inactives show at the top dose growth rescue (activation), hits mostly activators. hit rate 0.14% among 370,000; further: % of control where 0% means no effect; nearly all actives have a fitted effect of over 65% in size
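Galactose-induced alpha-syn yeast (OD600=0.02, raffinose-pregrown) + pinned cpd, 24 hr, 30 deg C; growth by BacTiter-Glo luminescence. Growth restoration scores as activation.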
TDP43 rescue = inhibitors of TDP-43 toxicity in yeast; TDP-43 expressing yeast growth rescue, BacTiter-Glo, 24 h; Potency, µM (doses to about 46.1 µM), inactives show top-dose growth rescue (activation), usual class: activators; hit rate 1.8% among 410,000; AID 652104; further: % of control where 0% means no effect; nearly all actives have a fitted effect of over 50% in size
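Cell-based yeast growth screen: TDP-43 expression induced in galactose, inoculum OD600=0.02 after raffinose pregrowth to mid-log. Read-out BacTiter-Glo luminescence at 24 hr, 30 deg C; inhibition of toxicity seen as signal increase.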
The depositor's hits bear a star; i = inactive; ? = inconclusive; . = no result given; [ ] = dose if it differs, or a comment. The call rests on the fitted dose curve; in most records, active means well fitted curve in the direction sought with a large enough effect; inconclusive means small, poorly fitted or top-dose-only effect, or another doubt; inactive means no such curve, though single readings can be large; an effect the other way counts as inactive or inconclusive. Potency means the concentration at half of the fitted maximal effect. The list is partial (hit frequency here may not be typical).

SMILES	FUS yeast rescue	EPAC1 antagonist	EPAC2 antagonist	PTHR1 agonist	EPAC1 ag	EPAC2 agonist	aSyn yeast inh	TDP43 rescue
CCC(=O)Nc1ccc(N2CCC(C)CC2)cc1	17%	4%	-1%	i	-10%	4%	-3%	-13%
CCN(CC)C(=O)[C@H]1CC(CC(=O)NCc2ccc(OC)c(OC)c2)C(=O)N2CCc3c([nH]c4ccc(OC)cc34)[C@]12C (some centres not stated)	16%	-15%	14%	-22%	-6%	1%	0%	15%
Cc1ccc(NC(=O)C2=CCN(S(=O)(=O)c3ccc(F)cc3)CC2)cc1	-10%	-22%	-3%	-27%	0%	6%	-2%	3%
COc1ccc(-c2nc3c4ccccc4ccn3c2Cc2ccsc2)cc1OC	?	-3%	-4%	-14%	11%	13%	-7%	?
CC(C)(C)OC(=O)N[C@@H](Cc1ccccc1)c1nnc(SCC(N)=O)o1	0%	-9%	9%	i	-11%	1%	-1%	-11%
Cc1ccc(S(=O)(=O)NCC(=O)N2CCN(c3ccc(F)cc3)CC2)cc1	.	4%	-1%	i	7%	-2%	-3%	5%
O=c1c2ccccc2cnn1CCOc1cccc(Br)c1	-20%	-33%	-4%	-2%	-7%	17%	8%	?
CN(Cc1ccccc1)c1ncc(C=O)s1	7%	-13%	-8%	8%	-2%	0%	-6%	12%
CCCCC(=O)Nc1ccc(C(=O)NCc2ccncc2)cc1	35%	-15%	-20%[57.1 µM]	i	2%	3%	-4%	2%
CC(=O)c1sc(NC(=O)c2oc3ccc(F)cc3c2C)nc1C	-17%	-4%	-5%	-28%	6%	7%	-3%	18%
COCCN(CC(=O)Nc1cccc(S(=O)(=O)N2CCCC2)c1)Cc1nc2ccccc2c(=O)[nH]1	28%	7%	7%	i	5%	2%	-7%	12%
COc1ccc(NC(=O)CSc2nnc(C3CCCCC3)o2)c(OC)c1	31%	10%	13%	26%	0%	3%	3%	?
CCOCCCn1c(=S)[nH]c2ncccc2c1=O	-1%	16%	8%	-10%	-5%	1%	-6%	14%
COc1cccc2c(=O)n(CC(=O)NC3CCCC3)ccc12	-12%	-14%	0%	i	-13%	10%	-1%	23%
CCOC(=O)c1ccc(NC(=O)NC2CC3CCC(C2)N3Cc2nnnn2C(C)(C)C)cc1 (configuration not stated)	4%	10%	9%	-4%	-11%	-5%	-4%	-11%
Cc1cccc(N2CCN(C(=O)c3cc(C)oc3C)CC2C)c1 (configuration not stated)	.	-3%	3%	i	3%	-1%	-5%	16%
Cc1ccc(-n2cc(CN3CCNC(=O)CC3)c(-c3ccc(F)cc3)n2)cc1	13%	-3%	0%	i	0%	-2%	2%	-7%
Cc1c(NC(=O)COC(=O)c2cc(-c3ccc(-c4ccccc4)cc3)nc3ccccc23)c(=O)n(-c2ccccc2)n1C	.	?	-1%	-17%	-4%	-15%	2%	21%
COc1ccc(C2(CNC(=O)/C=C/c3ccco3)CCCC2)cc1OC	36%	0%	-10%	i	2%	-9%	4%	-11%
COCCn1c(-c2ccc(OC(F)(F)C(F)C(F)(F)F)cc2)nc2c1c(=O)[nH]c(=O)n2CC(C)C (configuration not stated)	14%	-21%	-12%[57.1 µM]	i	-28%	16%	-9%	10%
Cc1nnc(C)n1/N=C/c1c(O)ccc2ccccc12	-27%	5%	9%	-3%	-1%	2%	-1%	-34%[inhibitor]
COc1cccc(C(c2nnnn2Cc2ccc(F)cc2)N2CCC(C(N)=O)CC2)c1OC (configuration not stated)	-19%	-1%	0%	i	0%	-9%	0%	0%
COc1ccc(-c2n[nH]c(=S)n2-c2ccccc2C)cc1OC	17%	-1%	7%	i	-8%	0%	-2%	-4%
NC(=O)c1cc2ccccc2o/c1=N/NC(=O)c1cccc(F)c1	-6%	6%	-13%	-19%	7%	0%	-2%	-3%
Cc1cc(C)cc(N2C(=O)C3C4C=CC(C4)C3C2=O)c1 (configuration not stated)	-24%	16%	14%[57.1 µM]	-1%[57.5 µM]	-8%	-7%	2%	-7%
CCSc1ccccc1C(=O)Nc1ccc([N+](=O)[O-])cc1OC	-16%	-12%	-1%	i	12%	11%	-5%	1%
Cc1ccccc1NC(=O)Cc1nc(COC(=O)c2nc(Cl)ccc2Cl)cs1	20%	9%	2%	0%	1%	7%	24%	?
CN(Cc1nccs1)C(=O)C1CCC(=O)N(CCc2ccc(Cl)cc2)C1 (configuration not stated)	-9%	22%	7%	i	5%	0%	-5%	9%
O=c1nc2c(O)cccn2c2c1c(=O)[nH]c1ccccc12	38%	46%	29%	-10%	26%	2%	-5%	5%
Cn1c(=O)c2[nH]c(CCCCCc3nc4ccccc4[nH]3)nc2n(C)c1=O	27%	8%	7%	i	10%	7%	-3%	23%
CCOc1cc(C(c2c(C)[nH][nH]c2=O)c2c(C)[nH][nH]c2=O)cc([N+](=O)[O-])c1O	29%	4%	4%	i	-6%	7%	-7%	-23%
Cc1ccc(-c2c3c(=O)n(C)c(=O)n(C)c3cn2Cc2cccnc2)cc1	13%	0%	-3%	i	10%	5%	3%	-29%
OC[C@@H]1CN(Cc2ccc(-c3ccccc3)cc2)C[C@H](n2cnc3c(NC4CC4)ncnc32)O1	19%	-3%	8%	-48%[inhibitor]	6%	4%	2%	?
COc1ccc(-c2cn3cccc(C)c3n2)cc1F	7%	-4%	-3%	-13%	3%	-8%	-1%	15%
Cc1noc(C)c1CSc1nnc(-c2ccccc2)n1N	-14%	-10%	7%	i	0%	5%	-19%	12%
O=C(c1ccc(F)cc1Cl)N1CCN(CCc2ccccc2)CC1	-3%	0%	5%	-6%	-5%	0%	0%	-6%
CCOC(=O)Cc1csc(SCC(=O)Nc2cc(Cl)ccc2Oc2ccccc2)n1	-3%	-13%	-10%	-44%[inhibitor]	3%	14%	0%	21%
CS(=O)(=O)N(CCc1ccccc1)CC(=O)N1CCCC1	-7%	-18%	0%	4%	6%	5%	1%	-23%
CCNC(=S)N/N=C/c1sc(N2CCCCC2)nc1-c1cccs1	21%	89µM*	?	i	-52%[inhibitor]	1%	-7%	7%
O=C(CCCn1c(=S)[nH]c2ccccc2c1=O)NCc1ccco1	32%	-12%	-2%	-11%	-2%	11%	-3%	-4%
O=S(=O)(Cc1ccc(Cl)cc1)c1ccccc1-c1nnc(-c2ccc(Cl)cc2)o1	.	-16%	2%	i	-3%	2%	2%	-6%
Cc1nnc(C)c2c(C)n(-c3ccc(Cl)c(N)c3)c(C)c12	?	22%	0%	i	11%	4%	3%	-35%[inhibitor]
COCCn1c(SCC(=O)N2CCc3ccccc3C2)nc2ccccc2c1=O	12%	-8%	-5%	i	-1%	-6%	10%	0%
O=c1c(-c2ccccc2)c(O)nc(SCCN2CCOCC2)n1-c1ccccc1	9%	1%	7%	i	-3%	9%	7%	-4%
O=C(c1cnn2c(C(F)F)cc(-c3ccccc3)nc12)N1CCOCC1	-5%	5%	5%	-26%	1%	-5%	.	13%
CN1CCN(C(=S)NCCc2ccccc2)CC1	-2%	-2%	3%	i	0%	2%	5%	-12%
COc1ccc(NC(=O)Nc2ccc(O)c3ccccc23)cc1	25%	4%	-10%	-1%	13%	10%	-10%	5%
CNC(=O)C[C@@H]1C(=O)N(C2CCCCC2)CC1(C)C	-20%	3%	13%	-13%	6%	15%	-3%	18%
CCOc1cc(NC(=O)c2ccccn2)c(OCC)cc1NC(=O)c1ccc(OC)cc1	0%	14%	3%	i	4%	-6%	5%	2%
CC(C)(C)c1ccc(OCCNC(=O)Cc2ccc(F)cc2)cc1	.	-3%	6%	-6%	-14%	-8%	8%	5%
CC(C)Cn1cnc2c1c(=O)n(CC(=O)Nc1ccc3c(c1)OCO3)c(=O)n2Cc1ccccc1	14%	-13%	-2%	-21%	-7%	-4%	0%	6%
CCOc1ccc(N(C)S(=O)(=O)c2cnc[nH]2)cc1	-35%	-14%	4%	i	8%	6%	0%	22%
CC(C)[C@H](N[C@@H](C)c1ccccc1)c1c(O)ccc2ccccc12	7%	2%	-19%	-10%	6%	15%	-2%	-1%
Cc1cccc(N2CCN(c3nc4ccccc4n4cnnc34)CC2)c1C	-11%	-3%	33%[activator]	-2%	-13%	-1%	-4%	26%
CC(=O)c1ccc(S(=O)(=O)NC2CC(=O)N(c3cccc(F)c3)C2)cc1 (configuration not stated)	-2%	3%	-7%	i	3%	-4%	19%	-3%
O=C(Nc1ccncc1)c1ccc2ccccc2c1	5%	2%	-4%	-42%[inhibitor]	1%	9%	-10%	6%
Nc1ccc2oc(C3CCCCC3)nc2c1	18%	5%	22%	0%	-6%	3%	-1%	-22%
COc1ccc(C2NC(=O)N(C)C3=C2C(=O)N(c2ccc(C)cc2)C3)cc1 (configuration not stated)	-9%	.	.	i	.	.	-10%	16%
CCOC(=O)c1c(C)nc(C)c(C(=O)OCC)c1-c1ccccc1	40%	10%	13%	i	-2%	3%	-3%	-21%
Cc1ccc(S(=O)(=O)NCc2ccccc2)cc1C(=O)NCC(=O)Nc1c(C)cccc1C	-5%	12%	-2%	-33%[inhibitor]	-5%	0%	5%	14%
N#Cc1ccccc1S(=O)(=O)N1CCN(C(=O)Cc2n[nH]c(=O)c3ccccc23)CC1	-4%	-7%	-9%	i	19%	8%	1%	-12%
O=S1(=O)CC(N2CC=CC2)CN1Cc1cn(Cc2ccccc2)nn1 (configuration not stated)	-10%	-4%	10%	-11%	11%	4%	0%	14%
CO[C@@H]1CN(C)C(=O)c2ccc(NC(=O)C3CCC3)cc2OC[C@H](C)N(CC2CCCCC2)C[C@H]1C	3%	-12%	-5%	i	-6%	-11%	0%	15%

Record cards, from the list above. Screens in order: FUS yeast rescue	EPAC1 antagonist	EPAC2 antagonist	PTHR1 agonist	EPAC1 ag	EPAC2 agonist	aSyn yeast inh	TDP43 rescue
O=S1(=O)CC(N2CC=CC2)CN1Cc1cn(Cc2ccccc2)nn1 (configuration not stated) is listed as -10%	-4%	10%	-11%	11%	4%	0%	14%
CC(C)(C)OC(=O)N[C@@H](Cc1ccccc1)c1nnc(SCC(N)=O)o1 is listed as 0%	-9%	9%	i	-11%	1%	-1%	-11%
Cc1nnc(C)c2c(C)n(-c3ccc(Cl)c(N)c3)c(C)c12 is listed as ?	22%	0%	i	11%	4%	3%	-35%[inhibitor]
CC(=O)c1sc(NC(=O)c2oc3ccc(F)cc3c2C)nc1C is listed as -17%	-4%	-5%	-28%	6%	7%	-3%	18%
